Yeast growth inh – reduces growth of yeast BB579 in restrictive medium | S. cerevisiae BB579 growth, OD615, 48 h | actives 0.51% (n = 140,000) | inhibition, % at 10 µM;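 active = inhibition above a set limit, 3 SD over the mean compound inhibition, cut at about 44% in these data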; also: inactives centre near -24
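Test system: Saccharomyces cerevisiae DeaD strain BB579, replicative lifespan model yeast | Buffer or medium: Restrictive CSMM-D medium | Doses: One dose, 10 µM compound with 0.25% DMSO | Incubation: 48 h exposure, 30 °C | Detection: Culture absorbance at 615 nm | Control set: Amphotericin B at 10 µg/mL as positive control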
MRP1 act – activates MRP-1; actives 0.61% (n = 140,000); viability increase, % at 10 µM; AID 799; H69AR cells + doxorubicin, viability rescue, CellTiter-Glo;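 active = viability gain under doxorubicin at or above a set limit, the compound median plus 3 SD, cut at about 4.7% in these data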;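 also: MRP-1 overexpressing cells given doxorubicin 25 µM after compound pretreatment; 18-22 h compound pretreatment then 72 h with doxorubicin before readout; 0% = doxorubicin-only wells and 100% = vehicle-treated cells without doxorubicin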
Phagocytosis inh – blocks phagocytosis by macrophages; J774A.1 macrophage IgG-bead phagocytosis, imaging; inhibition, % at 5 µM; actives 0.07% (n = 110,000); AID 1029;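 active = inhibition above the mean of the plate negative controls plus 5 SD, cut at about 13% in these data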;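 also: phagocytic index as fraction of beads internalized from green versus red external bead signal; plate controls were DMSO negative control for no effect and cytochalasin-D positive control for full effect; some results beyond the cut were filed as inactive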
NPY-Y2 antag – NPY-Y2 (human) receptor antagonism. P49146. actives 0.99% (n = 140,000). NPY-Y2 expressing cells, antagonist mode. AID 793. inhibition, % at 2.7 µM; in the data active = inhibition above about 17%;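 also: 0% = vehicle with agonist challenge and 100% = reference antagonist with challenge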
GALR2 blocker – antagonists of human galanin receptor 2 (GALR2); O43603; inhibition, % at 4 µM; AID 828; GALR2-expressing cells, antagonist mode; actives 0.39% (n = 140,000); in the data active = inhibition above about 27%;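 also: cells stimulated with galanin 1-16 at roughly its EC80; 0% = agonist challenge control and 100% = basal control without agonist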
Target sequence (O43603 whole entry, looked up): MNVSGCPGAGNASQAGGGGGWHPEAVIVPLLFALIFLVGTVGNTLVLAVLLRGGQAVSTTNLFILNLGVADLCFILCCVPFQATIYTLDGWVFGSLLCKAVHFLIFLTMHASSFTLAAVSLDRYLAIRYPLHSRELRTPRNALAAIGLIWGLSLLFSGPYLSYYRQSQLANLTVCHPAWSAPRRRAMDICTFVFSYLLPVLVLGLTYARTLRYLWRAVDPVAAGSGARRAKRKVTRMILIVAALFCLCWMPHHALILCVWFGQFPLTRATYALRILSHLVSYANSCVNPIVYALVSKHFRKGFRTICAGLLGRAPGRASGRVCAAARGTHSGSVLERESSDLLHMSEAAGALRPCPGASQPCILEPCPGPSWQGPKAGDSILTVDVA
Yeast lifespan up – extends the lifespan of yeast. S. cerevisiae growth with nicotinamide, OD615; deaD strain in restrictive glucose medium. inhibition of the nicotinamide effect, % at 10 µM. actives 0.68% (n = 130,000). AID 775;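 active = inhibition above a set limit, placed 3 SD over the median of all compounds, cut at about 26% in these data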;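 also: 0% = nicotinamide-treated wells and 100% = cells grown without nicotinamide; some compounds called inactive have numbers as strong as hits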
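System: DeaD-strain S. cerevisiae / Buffer or medium: CSMM-D, restrictive glucose (dextrose) synthetic minimal medium / Probe or stimulus: nicotinamide, 1.5 mM, co-present with compound / Compound: one concentration, 10 µM, DMSO 0.25% / Incubation: 48 h compound exposure at 30 °C, humidified / Technique: optical density (absorbance) at 615 nm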
Measles CPE – protection of cells from measles virus; Measles virus-infected cells, CPE protection, absorbance; protection (pct of control), % at 4 µM; actives 1.5% (n = 140,000); in the data active = protection mostly above about 24%, no sharp cut-off; inactive = mostly below about 26%; also: some compounds called inactive have numbers as strong as hits
HCT116 PTEN-null – suppresses growth of cells with PTEN deletion; actives 1.2% (n = 140,000); HCT116 PTEN-null viability, CellTiter-Glo, 60 h; hits give low values; viability, % at 10 µM;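 active = viability at or below a set limit, 4 SD under the median of all tested compounds, cut at about 3.7% in these data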;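 also: PTEN knockout HCT116 line with beta catenin targeted HCT116 as companion control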
E-sel TNF inh – blocks E-selectin expression induced by TNF alpha. HUVEC TNFa-induced E-selectin immunofluorescence, high content. inhibition, % at 2 µM. actives 0.71% (n = 120,000). AID 1246;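 active = inhibition above the batch mean plus 3 SD, and confirmed as a hit on visual image review, cut at about 43% in these data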;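 also: 0% = TNF-stimulated DMSO wells and 100% = unstimulated control wells; not every result past the cut was called active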
HCT116 bCat-KO – beta-catenin-lacking colon tumor cell growth suppression; actives 1.5% (n = 140,000); HCT116 beta-catenin knockout viability, CellTiter-Glo, 60 h; hits give low values; viability, % at 10 µM;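 active = viability at or under a set limit, the compound median less 4 SD, cut at about 6% in these data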;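 also: 0% = Hyamine 1622 control at 20 µM and 100% = untreated cell control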
An asterisk follows results filed as active; nt = not tested or not shown. An excerpt, so the mix of outcomes need not match the whole.

molecule	Yeast growth inh	MRP1 act	Phagocytosis inh	NPY-Y2 antag	GALR2 blocker	Yeast lifespan up	Measles CPE	HCT116 PTEN-null	E-sel TNF inh	HCT116 bCat-KO
Cc1nc2nc(C)c(CCC(=O)N3CCC4(CC3)OCCO4)c(C)n2n1	-15	-0.9	0	1	-7	-7	9	106	-12	105
CN(Cc1ccccc1)Cc1ccccc1OC(=O)N(C)C	-5	-1.2	0	3	1	-1	17	95	nt	94
CCOP1(=S)Oc2cc3c(cc2C(C(=O)OC)(C(F)(F)F)O1)OCO3 (stereo not given)	-56	0.9	0	2	-7	6	10	115	-19	104
COc1cc(CN2CCN(c3cc(C)ccc3C)CC2)ccc1O	-3	-1.6	2	4	7	-9	1	64	8	55
CCOP(=O)(OCC)C(NC(=O)C(C)C)C(Cl)(Cl)Cl (stereo not given)	-14	-1.4	nt	-2	5	3	6	98	-53	97
COc1ccc(/C=C2/C(=O)NC(=S)N(C3CC3)C2=O)cc1CN1C(=O)c2ccccc2C1=O	-20	-0.4	-6	3	9	0	7	101	-10	91
Cc1oc(-c2ccccc2)nc1CN1C(=O)CN=C(c2ccccc2)c2ccccc21	-23	1.0	nt	13	-4	14	7	71	8	76
CCC(C)N1C(=O)NC(=O)C2(Cc3c(ccc4ccccc34)N(C)C2)C1=O (stereo not given)	-40	-2.0	-1	-3	12	-13	23	73	8	88
O=C1NC(=S)NC(=O)C12C(c1ccc(F)cc1)NC(=S)NC2c1ccc(F)cc1 (stereo not given)	7	1.5	-2	-1	-4	-6	3	116	18	103
C(CCc1nn[nH]n1)CCc1nn[nH]n1	-36	0.6	0	0	-7	7	4	105	11	91
CNC(=O)Oc1ccc2ncccc2c1	8	-2.9	-2	-1	5	13	5	85	12	82
CNC(C)Cc1ccccc1Sc1ccc(O)cc1 (stereo not given)	-26	-4.0	nt	2	23	2	13	56	15	53
CN1C2CCC1CC(OC(=O)CCN1CCCC1)C2 (stereo not given)	-25	0.1	-1	2	19	2	3	83	-20	64
Cc1ccc(-c2cc(-c3ccc(C)cc3)[n+](C)o2)cc1	0	-0.5	-4	2	3	5	10	16	11	19

Quoted from the entries so far (11 entries):
molecule	Yeast growth inh	MRP1 act	Phagocytosis inh	NPY-Y2 antag	GALR2 blocker	Yeast lifespan up	Measles CPE	HCT116 PTEN-null	E-sel TNF inh	HCT116 bCat-KO
Cc1nc2nc(C)c(CCC(=O)N3CCC4(CC3)OCCO4)c(C)n2n1	-15	-0.9	0	1	-7	-7	9	106	-12	105
CN(Cc1ccccc1)Cc1ccccc1OC(=O)N(C)C	-5	-1.2	0	3	1	-1	17	95	nt	94
CCOP1(=S)Oc2cc3c(cc2C(C(=O)OC)(C(F)(F)F)O1)OCO3 (stereo not given)	-56	0.9	0	2	-7	6	10	115	-19	104
COc1cc(CN2CCN(c3cc(C)ccc3C)CC2)ccc1O	-3	-1.6	2	4	7	-9	1	64	8	55
CCOP(=O)(OCC)C(NC(=O)C(C)C)C(Cl)(Cl)Cl (stereo not given)	-14	-1.4	nt	-2	5	3	6	98	-53	97
COc1ccc(/C=C2/C(=O)NC(=S)N(C3CC3)C2=O)cc1CN1C(=O)c2ccccc2C1=O	-20	-0.4	-6	3	9	0	7	101	-10	91
Cc1oc(-c2ccccc2)nc1CN1C(=O)CN=C(c2ccccc2)c2ccccc21	-23	1.0	nt	13	-4	14	7	71	8	76
CCC(C)N1C(=O)NC(=O)C2(Cc3c(ccc4ccccc34)N(C)C2)C1=O (stereo not given)	-40	-2.0	-1	-3	12	-13	23	73	8	88
O=C1NC(=S)NC(=O)C12C(c1ccc(F)cc1)NC(=S)NC2c1ccc(F)cc1 (stereo not given)	7	1.5	-2	-1	-4	-6	3	116	18	103
C(CCc1nn[nH]n1)CCc1nn[nH]n1	-36	0.6	0	0	-7	7	4	105	11	91
CNC(=O)Oc1ccc2ncccc2c1	8	-2.9	-2	-1	5	13	5	85	12	82
